Assay outcomes from PubChem BioAssay.
T cruzi growth – T. cruzi intracellular proliferation inhibitors, primary screen, cell-based, beta-gal Tulahuen parasites, NIH3T3 host, luminescence; T. cruzi beta-gal in NIH3T3, GalScreen luminescence, 90 h; inhibition, % at 8.34 µM; 77,000 tested, 5.9% active; AID 624255, 2012;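 active means mean inhibition above about 93%, with at least 55% of replicates each passing it, limit read from the data, passing the limit was not always enough; inconclusive means only one of those two conditions holds; inactive means neither condition holds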
Pf Dd2 growth – P. falciparum Dd2 growth inhibitors, primary screen, SYBR Green fluorescence, single dose replicates | 72 h; active compounds read low | activity change, % at 10 µM | 94,000 tested, 2.3% active | AID 1159554, 2015; in the data active means activity change below about -80%; inconclusive means no clear call, values can overlap the other calls
C diff growth – C. difficile growth inhibitors, primary screen, HTS; Clostridium difficile clinical isolate growth, OD600, 24 h; active compounds read low; growth activity, negative = inhibition, % at 16 µg/mL (by protocol); 86,000 tested, 0.25% active; AID 1259249, 2017;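 active means mean growth activity at or below -80% and every replicate also at or below -80%; inconclusive means mean at or below -80% but some replicate above -80%; inactive means mean growth activity above -80%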;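 further: 0% = DMSO wells and -100% = levofloxacin 16 µg/mL wells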
GASC1 inh – inhibitors of GASC-1 (KDM4C) histone demethylase, primary screen, biochemical, single concentration HTS | GST-KDM4C 2-372, H3K9me3 peptide, LANCE TR-FRET | inhibition, % at 12.5 µM | 96,000 tested, 0.15% active;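 active means mean replicate inhibition above about 25%, with at least 55% of replicates also reaching it, limit read from the data, passing the limit was not always enough; inconclusive means only one of those two conditions met; inactive means neither condition met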
Target sequence (Q9H3R0 2-372 limits assumed): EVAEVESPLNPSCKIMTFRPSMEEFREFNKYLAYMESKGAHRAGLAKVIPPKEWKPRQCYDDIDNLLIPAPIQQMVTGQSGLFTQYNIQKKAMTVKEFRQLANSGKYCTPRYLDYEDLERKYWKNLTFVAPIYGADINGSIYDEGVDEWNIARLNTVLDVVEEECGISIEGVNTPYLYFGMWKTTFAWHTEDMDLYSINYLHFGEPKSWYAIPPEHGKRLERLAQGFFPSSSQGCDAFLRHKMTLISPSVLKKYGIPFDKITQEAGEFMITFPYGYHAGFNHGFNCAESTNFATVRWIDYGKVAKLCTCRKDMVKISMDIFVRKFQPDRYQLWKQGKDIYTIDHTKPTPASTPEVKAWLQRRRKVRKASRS
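Test system – GST-tagged GASC-1 (JMJD2C) catalytic fragment, aa 2-372 · Medium – HEPES buffer, pH 7.5, plus ascorbate · Reagent – H3K9me3 peptide with Fe(II)/2OG · Compound – one test concentration per compound · Timing – 30 min reaction, 60 min detection, RT · Technique – TR-FRET with Eu antibody and ULight streptavidin, EDTA stop · Read-out basis – inhibition from TR-FRET ratio decrease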
Starred values were filed as active, the others as inactive; ? = inconclusive; / = not tested or not shown.

[1] COc1ccc(CN(C)C[C@@H]2Oc3ccc(NC(=O)Cc4ccccc4)cc3CC(=O)N([C@@H](C)CO)C[C@H]2C)cc1
[2] CCC(=O)N(C)C[C@H]1Oc2ncc(-c3ccc(C)cc3)cc2C(=O)N([C@@H](C)CO)C[C@H]1C
[3] COc1ccc(S(=O)(=O)N2CCCCN3[C@H](C2)[C@H](c2ccc(C#CC(C)C)cc2)[C@@H]3CO)cc1
[4] C[C@@H]1CCCCO[C@H](CN(C)Cc2ccncc2)[C@H](C)CN([C@@H](C)CO)C(=O)c2cc(NC(=O)CCC(F)(F)F)ccc2O1
[5] Cc1cccc(-c2ccc([C@@H]3[C@@H](CO)N4CCCCN(C(=O)c5ccc6c(c5)OCO6)C[C@@H]34)cc2)c1
[6] Cc1noc(C)c1NC(=O)N(C)C[C@H]1Oc2ncc(C#CCC(C)C)cc2C(=O)N([C@@H](C)CO)C[C@H]1C
[7] CCCN(C)C[C@@H]1OCCCC[C@@H](C)Oc2ccc(NC(=O)Nc3ccc(F)cc3)cc2C(=O)N([C@H](C)CO)C[C@H]1C
[8] O=C(NCC[C@H]1CC[C@H](NC(=O)C2CC2)[C@@H](CO)O1)c1cc(Cl)cc(Cl)c1
[9] C[C@H]1CN([C@@H](C)CO)C(=O)c2cc(C#CCN(C)C)cnc2O[C@@H]1CN(C)S(=O)(=O)c1cn(C)cn1
[10] Cc1ccccc1CN(C)C[C@H]1OCc2cnnn2CCCC(=O)N([C@H](C)CO)C[C@@H]1C

| entry no. | 1 | 2 | 3 | 4 | 5 | 6 | 7 | 8 | 9 | 10 |
| --- | --- | --- | --- | --- | --- | --- | --- | --- | --- | --- |
| GASC1 inh | -1.8 | 0.6 | -0.7 | 34* | 0.2 | -0.7 | 2.2 | 2.9 | 0.6 | / |
| Pf Dd2 growth | -23 | 18 | -24 | -4 | -11 | -15 | 19 | / | 51 | -11 |
| C diff growth | 6 | 0 | 25 | -2 | -4 | 0 | 10 | -3 | -1 | -2 |
| T cruzi growth | / | 68 | 118* | 66 | 55 | 66 | 93 | / | -24 | -22 |

[11] COC(=O)C[C@H]1CC[C@@H]2[C@@H](COc3ccc(NC(=O)c4cccc(Cl)c4)cc3C(=O)N2C)O1
[12] O=C(Cc1ccccn1)NCC[C@@H]1CC[C@@H](NC(=O)Nc2ccc(F)cc2)[C@H](CO)O1
[13] O=C(Cc1ccncc1)NCC[C@H]1CC[C@H](NS(=O)(=O)c2ccccc2Cl)[C@@H](CO)O1
[14] CCS(=O)(=O)N1CCCCN2[C@H](CO)[C@@H](c3ccc(-c4ccccc4C)cc3)[C@@H]2C1
[15] C[C@@H]1CN([C@H](C)CO)C(=O)c2cc(NS(C)(=O)=O)ccc2O[C@@H](C)CCCCO[C@@H]1CN(C)C(=O)NC1CCCCC1
[16] CC(C)NC(=O)Nc1ccc2c(c1)CC(=O)N([C@@H](C)CO)C[C@@H](C)[C@H](CN(C)S(=O)(=O)c1ccc(Cl)cc1)O2
[17] N#C[C@H]1[C@@H](c2ccc(C#CC3CCCCC3)cc2)[C@H](CO)N1S(=O)(=O)c1ccccc1
[18] C[C@H](CO)N1C[C@H](C)[C@@H](CN(C)CC2CCCC2)Oc2ncc(C#Cc3ccccn3)cc2C1=O
[19] Cc1noc(C)c1NC(=O)Nc1ccc2c(c1)CC(=O)N([C@H](C)CO)C[C@@H](C)[C@@H](CN(C)CC1CC1)O2
[20] COc1ccc(S(=O)(=O)N(C)C[C@@H]2Oc3ccc(NC(=O)Cc4ccccc4)cc3CC(=O)N([C@H](C)CO)C[C@@H]2C)cc1

| entry no. | 11 | 12 | 13 | 14 | 15 | 16 | 17 | 18 | 19 | 20 |
| --- | --- | --- | --- | --- | --- | --- | --- | --- | --- | --- |
| GASC1 inh | 0.5 | -1.4 | -0.6 | ? | 7.7 | 0.3 | 0.0 | -0.6 | 1.2 | -2.1 |
| Pf Dd2 growth | / | 5 | 6 | -3 | -8 | -21 | -34 | -8 | -2 | -21 |
| C diff growth | 5 | 4 | / | -8 | 7 | -3 | -19 | / | -4 | -4 |
| T cruzi growth | 31 | 27 | 6 | 94 | / | 42 | 82 | 41 | -28 | / |

Part of the list above in order of count of non-hydrogen atoms, smallest number first.
[14] CCS(=O)(=O)N1CCCCN2[C@H](CO)[C@@H](c3ccc(-c4ccccc4C)cc3)[C@@H]2C1
[17] N#C[C@H]1[C@@H](c2ccc(C#CC3CCCCC3)cc2)[C@H](CO)N1S(=O)(=O)c1ccccc1
[3] COc1ccc(S(=O)(=O)N2CCCCN3[C@H](C2)[C@H](c2ccc(C#CC(C)C)cc2)[C@@H]3CO)cc1
[18] C[C@H](CO)N1C[C@H](C)[C@@H](CN(C)CC2CCCC2)Oc2ncc(C#Cc3ccccn3)cc2C1=O
[9] C[C@H]1CN([C@@H](C)CO)C(=O)c2cc(C#CCN(C)C)cnc2O[C@@H]1CN(C)S(=O)(=O)c1cn(C)cn1
[1] COc1ccc(CN(C)C[C@@H]2Oc3ccc(NC(=O)Cc4ccccc4)cc3CC(=O)N([C@@H](C)CO)C[C@H]2C)cc1
[15] C[C@@H]1CN([C@H](C)CO)C(=O)c2cc(NS(C)(=O)=O)ccc2O[C@@H](C)CCCCO[C@@H]1CN(C)C(=O)NC1CCCCC1

| entry no. | 14 | 17 | 3 | 18 | 9 | 1 | 15 |
| --- | --- | --- | --- | --- | --- | --- | --- |
| GASC1 inh | ? | 0.0 | -0.7 | -0.6 | 0.6 | -1.8 | 7.7 |
| Pf Dd2 growth | -3 | -34 | -24 | -8 | 51 | -23 | -8 |
| C diff growth | -8 | -19 | 25 | / | -1 | 6 | 7 |
| T cruzi growth | 94 | 82 | 118* | 41 | -24 | / | / |

Random excerpt: 3 compounds from above, in no set order.
[9] C[C@H]1CN([C@@H](C)CO)C(=O)c2cc(C#CCN(C)C)cnc2O[C@@H]1CN(C)S(=O)(=O)c1cn(C)cn1
[2] CCC(=O)N(C)C[C@H]1Oc2ncc(-c3ccc(C)cc3)cc2C(=O)N([C@@H](C)CO)C[C@H]1C
[4] C[C@@H]1CCCCO[C@H](CN(C)Cc2ccncc2)[C@H](C)CN([C@@H](C)CO)C(=O)c2cc(NC(=O)CCC(F)(F)F)ccc2O1

| entry no. | 9 | 2 | 4 |
| --- | --- | --- | --- |
| GASC1 inh | 0.6 | 0.6 | 34* |
| Pf Dd2 growth | 51 | 18 | -4 |
| C diff growth | -1 | 0 | -2 |
| T cruzi growth | -24 | 68 | 66 |

Further results:
[21] C[C@@H]1CN([C@H](C)CO)C(=O)c2cc(-c3ccc(C#N)cc3)cnc2O[C@H]1CN(C)Cc1ccccn1
[22] O=C(NC[C@H]1[C@@H](c2ccccc2)[C@H](CO)N1C(=O)Cc1cccnc1)C1CCC1
[23] CCC(=O)N(C)C[C@H]1[C@H](c2ccc(-c3cccnc3)cc2)[C@@H](CO)N1C(C)=O
[24] CN(C)C(=O)C[C@@H]1C=C[C@@H](NS(=O)(=O)c2ccccc2)[C@@H](CO)O1
[25] COc1ccc(S(=O)(=O)Nc2ccc3c(c2)C(=O)N([C@@H](C)CO)C[C@@H](C)[C@H](CN(C)Cc2ccc4c(c2)OCO4)OCCCC[C@@H](C)O3)cc1
[26] O=C(C[C@@H]1C[C@H]2c3cc(NS(=O)(=O)c4ccc(F)cc4)ccc3O[C@H]2[C@H](CO)O1)NCc1ccccn1
[27] COc1ccc(S(=O)(=O)N(C)C[C@H]2Oc3c(NS(=O)(=O)c4cn(C)cn4)cccc3C(=O)N([C@H](C)CO)C[C@H]2C)cc1
[28] CNC[C@@H]1OCCCC[C@H](C)Oc2ccc(NS(=O)(=O)c3ccccc3)cc2C(=O)N([C@H](C)CO)C[C@@H]1C
[29] C[C@H](CO)N1C[C@H](C)[C@@H](CN(C)C(=O)Nc2ccc3c(c2)OCO3)Oc2ccc(NS(=O)(=O)c3ccccc3)cc2CC1=O
[30] C[C@H]1CN([C@@H](C)CO)C(=O)CCCn2nncc2CO[C@H]1CN(C)C(=O)Nc1ccc(-c2cccs2)cc1

| entry no. | 21 | 22 | 23 | 24 | 25 | 26 | 27 | 28 | 29 | 30 |
| --- | --- | --- | --- | --- | --- | --- | --- | --- | --- | --- |
| GASC1 inh | -2.7 | 2.2 | 0.5 | -0.3 | 0.5 | 1.0 | 0.6 | 0.6 | 5.0 | -0.2 |
| Pf Dd2 growth | 18 | 5 | 9 | 18 | -59 | 4 | 52 | 18 | 1 | -18 |
| C diff growth | 1 | 0 | -7 | / | -4 | -8 | -2 | -1 | / | / |
| T cruzi growth | -67 | -6 | 55 | -6 | 18 | / | 38 | 13 | 25 | -60 |

[31] CNC(=O)C[C@H]1CC[C@@H]2[C@H](COc3ccc(NC(=O)Nc4ccc(C)cc4)cc3C(=O)N2C)O1
[32] OC[C@@H]1[C@H](c2ccc(C#Cc3cccnc3)cc2)[C@H]2CN(Cc3ccccc3F)CCCCN12
[33] CC(C)NC(=O)Nc1ccc2c(c1)C(=O)N([C@@H](C)CO)C[C@@H](C)[C@@H](CN(C)S(=O)(=O)c1ccc(Cl)cc1)OCCCC[C@@H](C)O2
[34] COc1ccc2c3c([nH]c2c1)[C@H](CO)N(C(C)=O)CC31CN(S(=O)(=O)c2ccccc2)C1
[35] CO[C@@H]1CN(C)C(=O)c2cc(NC(=O)c3ccc(Oc4ccccc4)cc3)ccc2OC[C@@H](C)NC[C@@H]1C
[36] CN(C)C(=O)C[C@@H]1C[C@H]2c3cc(NC(=O)Nc4ccccc4F)ccc3O[C@H]2[C@H](CO)O1
[37] CO[C@@H]1CN(C)C(=O)c2ccc(NC(=O)Nc3ccccc3)cc2OC[C@@H](C)N(C(=O)CN(C)C)C[C@H]1C
[38] COc1ccc(C#Cc2ccc3c(c2)[C@@H]2[C@@H](CCN2C(=O)C2CCOCC2)[C@@H](CO)N3)cc1
[39] O=C(C[C@H]1C[C@@H]2c3cc(NC(=O)c4ccc5c(c4)OCO5)ccc3O[C@@H]2[C@H](CO)O1)NC1CCCCC1
[40] CO[C@H]1CN(C)C(=O)c2cc(NC(=O)C3CC3)ccc2OC[C@H](C)N(Cc2ccccc2)C[C@H]1C

| entry no. | 31 | 32 | 33 | 34 | 35 | 36 | 37 | 38 | 39 | 40 |
| --- | --- | --- | --- | --- | --- | --- | --- | --- | --- | --- |
| GASC1 inh | -0.6 | -0.6 | 0.9 | 1.9 | -1.4 | 17 | -0.4 | -1.4 | 0.3 | 2.2 |
| Pf Dd2 growth | -2 | -75 | -70 | -32 | -92* | 14 | 12 | -15 | -7 | -57 |
| C diff growth | 26 | 21 | 2 | -7 | -5 | 1 | / | -22 | / | -4 |
| T cruzi growth | 25 | 114* | 108* | / | 7 | 24 | -44 | 16 | 23 | -11 |
